# DYRK1A inh: rat Dyrk1A kinase inhibitors, primary screen, biochemical, single point, plate reader; ADP-Glo luminescence, NFATc1 peptide; Dual specificity tyrosine-phosphorylation-regulated kinase 1A (Rattus norvegicus), Q63470; inhibition, % at 12.5 µM; 0.43% of 310,000 active; AID 504441, 2011; in the data active = inhibition above about 50%;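 also: plate controls were vehicle with enzyme for no effect and no enzyme for full effect; many of its hits are not listed in these tables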
# KCNQ1 act: potentiators or activators of KCNQ1 channel, primary screen, cell-based, thallium flux, high-throughput | CHO-K1 KCNQ1, thallium flux FluxOR fluorescence; stronger effect = higher value | B-score at 10 µM | 0.35% of 310,000 active;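 active = fluorescence ratio B-score, a plate-corrected score, at least three library SD, with initial intensity B-score within 5 SD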
# Target sequence (P51787 whole entry, looked up): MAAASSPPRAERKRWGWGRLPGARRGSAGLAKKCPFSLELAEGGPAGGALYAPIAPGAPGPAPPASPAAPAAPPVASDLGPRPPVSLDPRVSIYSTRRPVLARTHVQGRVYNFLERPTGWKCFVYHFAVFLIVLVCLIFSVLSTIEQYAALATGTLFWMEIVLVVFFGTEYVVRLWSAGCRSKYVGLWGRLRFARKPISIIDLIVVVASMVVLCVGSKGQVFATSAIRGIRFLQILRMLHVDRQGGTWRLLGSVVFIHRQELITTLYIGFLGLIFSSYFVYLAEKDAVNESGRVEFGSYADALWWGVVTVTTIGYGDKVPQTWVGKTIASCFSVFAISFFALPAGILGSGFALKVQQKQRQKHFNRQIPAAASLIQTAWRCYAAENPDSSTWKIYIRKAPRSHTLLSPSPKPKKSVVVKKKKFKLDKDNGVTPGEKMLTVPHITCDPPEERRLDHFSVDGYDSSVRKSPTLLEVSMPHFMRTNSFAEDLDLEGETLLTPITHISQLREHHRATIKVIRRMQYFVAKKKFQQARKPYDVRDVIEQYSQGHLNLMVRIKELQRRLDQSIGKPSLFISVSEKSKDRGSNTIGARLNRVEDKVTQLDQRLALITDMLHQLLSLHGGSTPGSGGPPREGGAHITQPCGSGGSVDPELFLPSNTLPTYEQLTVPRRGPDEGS
#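 assay system = KCNQ1-transfected CHO-K1 cells | medium = assay buffer with matched DMSO | probe or stimulus = depolarizing K+/Tl+ stimulus, K2SO4 and Tl2SO4 each 12.5 mM in 5x stock | dosing = single dose | incubation = dye 90 min, compound 20 min, room temperature | detection = kinetic FluxOR fluorescence, 10 s baseline plus 110 s post-stimulus | evaluation = ratio B score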
# TRPC4 agonist: activators of mouse TRPC4 channel, primary screen, Fluo4 calcium, HEK293 TRPC4beta/mu-opioid cells; Fluo4 calcium fluorescence; stronger effect = higher value; B-score at 10 µM; 0.49% of 310,000 active;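 active = B-score above 5 SD of library B-scores, and initial fluorescence ratio not above library mean plus 5 SD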;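 also: positive B-score marks a calcium rise read as TRPC4 activation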
#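 Material: HEK293 stable line with TRPC4beta plus mu-opioid receptor; technique: Fluo4 calcium-sensitive dye fluorescence, kinetic, 1 Hz baseline; timing: Fluo4 dye loading 45 min at room temperature, 110 s recording; controls: assay buffer as low control, maximal DAMGO as high control; read-out: integrated baseline-normalised fluorescence ratio, converted to per-well B score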
# TRPC4 block: inhibitors of mouse TRPC4 channel, primary screen, Fluo4 calcium, HEK293 TRPC4beta/mu-opioid cells. DAMGO-evoked Fluo4 calcium flux; stronger effect = lower value. B-score at 10 µM. 0.39% of 300,000 active;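 active = B-score over 3 SD under the library average, no early fluorescence shift, positive overall ratio signal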
#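 Material: HEK293 cells with stable TRPC4beta plus mu-opioid receptor expression; probe or stimulus: DAMGO in two steps, submaximal then maximal; technique: Fluo4 calcium fluorescence by kinetic imaging, 5 s 1 Hz baseline; measure: integrated fluorescence ratio relative to baseline, converted to per-well B score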
# KCNQ1 inh: inhibitors of human KCNQ1 channel, primary screen, cell-based, thallium flux, high-throughput | CHO-K1 KCNQ1, FluxOR thallium flux fluorescence; stronger effect = higher value | AID 2642, 2010 | B-score at 10 µM | 1.3% of 310,000 active;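 active = compounds whose thallium flux B-score, printed positive for inhibition, exceeds three library SD while starting fluorescence stays within three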;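 also: channel opened by potassium depolarization with thallium stimulus after 20 min compound exposure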
# PolyA inhibitor: polyadenylation inhibitors in yeast reporter cells, primary screen, luminescence, S. cerevisiae; calls only at 12 µM; 0.02% of 300,000 active; AID 1875, 2009; S. cerevisiae SKY197-pL101 polyadenylation reporter, beta-gal luminescence; efflux-impaired pdr1/pdr3 knockout yeast; score 100 = 6 SD above DMSO;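 active = lowest replicate activity score at least 50, where 100 means six control SD above control mean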;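 also: yeast exposed to compound for 9 h at 30 °C; higher score means more reporter readthrough which indicates perturbed polyadenylation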
# KCNK9 inh: KCNK9 potassium channel inhibitors, primary screen, HEK293 cells, thallium flux; Potassium channel subfamily K member 9 (Homo sapiens), Q9NPC2; FluxOR thallium flux fluorescence; stronger effect = lower value; B-score at 10 µM; 1.2% of 310,000 active; AID 488922, 2010;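 active = ratio B-score over 3 SD below the library mean, with starting fluorescence within 5 SD of its mean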;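 also: negative B-score means less thallium flux so channel inhibition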
# Target sequence (Q9NPC2 whole entry, looked up): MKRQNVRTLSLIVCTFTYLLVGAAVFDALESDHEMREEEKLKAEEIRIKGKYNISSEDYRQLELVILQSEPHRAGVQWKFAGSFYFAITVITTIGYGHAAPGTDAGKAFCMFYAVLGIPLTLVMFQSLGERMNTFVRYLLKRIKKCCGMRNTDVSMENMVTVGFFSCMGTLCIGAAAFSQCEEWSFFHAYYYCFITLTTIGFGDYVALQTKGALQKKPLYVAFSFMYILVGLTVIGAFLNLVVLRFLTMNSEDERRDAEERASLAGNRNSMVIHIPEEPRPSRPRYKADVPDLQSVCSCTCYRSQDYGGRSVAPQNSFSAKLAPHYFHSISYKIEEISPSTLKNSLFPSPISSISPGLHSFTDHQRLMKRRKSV
# TRPC4 PAM: positive allosteric modulators of TRPC4, primary screen, cell-based, mouse TRPC4beta, HEK293 mu-opioid, Fluo-4 calcium | Short transient receptor potential channel 4 (Mus musculus), Q9QUQ5 | DAMGO EC20, Fluo-4 Ca2+ flux; stronger effect = higher value | B-score at 10 µM | 0.42% of 310,000 active;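 active = B-score of calcium response area above 5 SD of library B-scores, with initial fluorescence ratio within 5 SD of library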;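 also: B-score of integrated fluorescence ratio over time as area under calcium response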
# Platelet DG rel: inhibitors of platelet dense granule secretion, primary screen, cell-based, MLPCN, human platelets; human platelet-rich plasma, SFLLRN dense granule ATP release, luminescence; inhibition, %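 (compounds screened at 7.5 µM in platelet-rich plasma)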; 0.22% of 300,000 active;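 active = mean replicate score, as percent of positive control, at or above 50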
# hERG rescue: hERG rescue from dofetilide block, primary screen, cell-based, CHO-hERG, FluxOR thallium flux, dofetilide IC70; Voltage-gated inwardly rectifying potassium channel KCNH2 (Homo sapiens), Q12809; dofetilide IC70 present; activation (rescue from dofetilide block), less the hit threshold, % at 10 µM; 0.51% of 310,000 active;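 active = activation above the mean of controls blocked by dofetilide plus 5 SD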;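 also: thallium influx through hERG after potassium depolarization seen as dye fluorescence rise; in these data hits start at about 4.7%; inactives centre near -7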
# KCNK3 block: human KCNK3 channel inhibitors, primary screen, CHO cells, FluxOR thallium flux, B-score; FluxOR fluorescence; stronger effect = lower value; Potassium channel subfamily K member 3 (Homo sapiens), O14649; B-score at 10 µM; 0.84% of 340,000 active;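 active = B-score under library mean minus 4 SD, starting fluorescence ratio at most library mean plus 5 SD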;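 also: more negative B-score means stronger inhibition of thallium flux through KCNK3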
# * hit, by the source's call; i = inactive; . = no result given. Only part of the results is shown; rates above refer to the full screens.
# Order of results: DYRK1A inh	KCNQ1 act	TRPC4 agonist	TRPC4 block	KCNQ1 inh	PolyA inhibitor	KCNK9 inh	TRPC4 PAM	Platelet DG rel	hERG rescue	KCNK3 block
O=C(c1cnc2n(c1=O)CCS2)N1CCN(c2ccc(Cl)c(Cl)c2)CC1
→ 8.8	i	i	i	i	i	i	i	3.0	-1.5	i
Cc1cc2ncc(-c3ccccc3)nc2cc1C
→ 3.0	i	i	i	i	i	i	i	7.3	-3.2	i
Cc1ccccc1NC(=O)OCc1cccnc1Oc1ccc(Cl)cc1
→ -1.7	i	i	i	i	i	i	i	2.2	-11.0	i
N#Cc1ccc(-c2ccco2)nc1SCc1ccccc1
→ -5.9	i	i	i	i	i	i	i	-2.1	-18.6	i
N#Cc1cc(-c2ccccc2)cn(Cc2c(Cl)cccc2Cl)c1=O
→ -1.3	i	i	i	i	i	i	i	6.9	-5.2	i
CCCCCn1c(CN2CCN(Cc3ccccc3)CC2)nc2c1c(=O)[nH]c(=O)n2C
→ -8.6	i	i	i	i	i	i	i	3.0	-8.3	i
O=C(c1ccco1)N1CCCC(c2nc(-c3ccc(S(=O)(=O)NCc4ccccc4)cc3)no2)C1 (stereo unspecified)
→ 4.9	i	i	i	i	i	i	i	-10.4	-15.1	i
O=C(O)c1ccc(Cl)c(NC(=S)NC(=O)c2ccccc2[N+](=O)[O-])c1
→ 5.8	i	i	i	i	i	i	i	-1.0	-4.3	i
COc1ccc(N(C)C(=O)CN(C)S(=O)(=O)c2ccc3c(c2)c(=O)n(C)c(=O)n3C)c(OC)c1
→ -2.0	i	i	i	i	i	i	i	-0.8	-8.4	i
CCS(=O)(=O)N1CCC(C(=O)Nc2ccc(C(C)=O)cc2)CC1
→ -3.0	i	i	i	i	i	i	i	-4.5	-0.6	i
O=S(=O)(Nc1ccon1)c1ccc(Br)s1
→ 1.0	i	i	i	i	i	i	i	5.0	-9.9	i
COc1ccc(-c2nn(-c3ccccc3)cc2C(=O)Nc2cccc(C(=O)O)c2)cc1[N+](=O)[O-]
→ 12.6	i	i	i	i	i	i	i	-0.3	1.7	i
COc1ccc(CCN2C(=O)C3C(C2=O)C2C=CC3C23CC3)cc1OC (stereo unspecified)
→ 3.4	i	i	i	i	i	i	i	2.2	-10.5	i
COc1cccc(C2C(C(N)=O)=C(C)Nc3nc(CCCO)nn32)c1 (stereo unspecified)
→ 9.3	i	i	i	i	i	i	i	-10.8	-10.9	i
CCn1cc(CN(C)S(=O)(=O)c2ccc3ccccc3c2)c(C)n1
→ -7.7	i	i	i	i	i	i	i	0.1	-10.7	i

# Reprinted at random: 3 compounds from above.
# Order of results: DYRK1A inh	KCNQ1 act	TRPC4 agonist	TRPC4 block	KCNQ1 inh	PolyA inhibitor	KCNK9 inh	TRPC4 PAM	Platelet DG rel	hERG rescue	KCNK3 block
CCS(=O)(=O)N1CCC(C(=O)Nc2ccc(C(C)=O)cc2)CC1
→ -3.0	i	i	i	i	i	i	i	-4.5	-0.6	i
COc1cccc(C2C(C(N)=O)=C(C)Nc3nc(CCCO)nn32)c1 (stereo unspecified)
→ 9.3	i	i	i	i	i	i	i	-10.8	-10.9	i
CCCCCn1c(CN2CCN(Cc3ccccc3)CC2)nc2c1c(=O)[nH]c(=O)n2C
→ -8.6	i	i	i	i	i	i	i	3.0	-8.3	i

# The list continues:
# Order of results: DYRK1A inh	KCNQ1 act	TRPC4 agonist	TRPC4 block	KCNQ1 inh	PolyA inhibitor	KCNK9 inh	TRPC4 PAM	Platelet DG rel	hERG rescue	KCNK3 block
Cc1ccc(-n2c(=O)[nH]cc(C(=O)Nc3ccc4c(c3)OCO4)c2=O)cc1C
→ -2.5	i	i	i	i	i	i	i	12.0	-18.0	i
CCCC(=O)Nc1ccc(N2CCN(S(C)(=O)=O)CC2)cc1
→ -0.3	i	i	i	i	i	i	i	-6.1	-15.3	i
CC[C@H](C)[C@H](NS(=O)(=O)c1ccc(C)cc1)C(=O)N1CCC(C(=O)N[C@@H](C)C(=O)O)CC1
→ -3.7	i	i	i	i	i	i	i	0.0	-6.1	i
CCCN(CCC)CCCNS(=O)(=O)c1cc(Br)cc2c1N(C(C)=O)CC2
→ -4.2	i	62*	i	i	i	i	i	-2.7	-0.8	i
CCN(CC)CCC(C)OC(=O)c1ccc(O)cc1O (stereo unspecified)
→ -3.6	i	i	i	i	i	i	i	-2.5	-19.0	i
Cc1ccccc1NC(=O)Cc1nc(CSc2nnc(C3CCCCC3)n2N)cs1
→ -0.8	i	i	i	i	i	i	i	0.9	-3.0	i
CCCC(=O)N(C1CC(C)C(C#N)(C#N)C1(C#N)C#N)N(C)C (stereo unspecified)
→ .	i	i	i	i	i	i	i	0.8	-18.6	i
O=C1COc2ccc(C(=O)COC(=O)c3cccnc3Cl)cc2N1
→ 1.9	i	i	i	i	i	i	i	0.9	-22.8	i
COc1ccc(OCC(O)CN2CCCCCC2)cc1 (stereo unspecified)
→ 0.1	i	i	i	i	i	i	i	-8.0	-0.5	i
COc1ccc(Br)cc1CN1CCN(C(=O)c2cccc(OC)c2OC)CC1
→ 4.9	i	i	i	i	i	i	i	-2.2	-4.4	i
CCOC(=O)C(=O)N=Nc1c(O)[nH]c2ccccc12
→ -5.6	i	i	i	i	i	i	i	-6.4	-7.2	i
COc1ccc(NC(=O)CSc2nc(-c3ccncc3)nn2CC(=O)N2CCCC2)cc1
→ -1.6	i	i	i	i	i	i	i	3.0	-8.5	i
CCCCOc1ccc(-c2nnc(-c3ccco3)o2)cc1
→ -4.4	i	i	i	i	i	i	i	7.6	-3.6	i
CCN(CC)S(=O)(=O)c1cccc(-c2nc3n(n2)Cc2ccccc2-3)c1
→ -2.2	i	i	i	i	i	i	i	-5.5	-8.4	i
CCOc1c(N2CC(C)OC(C)C2)c(=O)c1=O (stereo unspecified)
→ 8.6	i	i	i	i	i	i	i	-1.1	-6.2	i
COc1cc(C(=O)N(C)CC2CCN(CCc3cccc(C(F)(F)F)c3)CC2)ccc1C
→ -4.2	i	i	i	i	i	i	i	-3.4	-5.7	i
Cc1[nH]n(-c2ccc([N+](=O)[O-])cc2)c(=O)c1C=NCCN1CCN(C(=O)C(C)C)CC1
→ 1.5	i	i	i	i	i	i	i	2.7	-6.4	i
Cc1cccc(NS(=O)(=O)c2ccc(C)c(C(N)=O)c2)c1
→ 1.8	i	i	i	i	i	i	i	-4.1	-10.8	i
O=C(NCC1CCCN(Cc2ccc3c(c2)OCCO3)C1)c1ccc2c(c1)OCO2 (stereo unspecified)
→ 7.1	i	i	i	i	i	i	i	7.0	-4.1	i
O=C(NCc1ccccc1Cl)C(=O)NCC(c1ccco1)N1CCOCC1 (stereo unspecified)
→ 1.9	i	i	i	i	i	i	i	11.7	-7.4	i
O=C(c1ccc2nc[nH]c2c1)N1CCN(S(=O)(=O)c2cccc(F)c2)CC1
→ -8.4	i	i	i	i	i	i	i	3.8	-9.1	i
CCN(CC)C(=O)CSc1nnc(COc2ccc(OC)cc2)n1N
→ .	i	i	i	i	i	i	i	-4.4	-8.3	i
Cc1cccc(NC(=O)Cc2ccc(Br)cc2)n1
→ .	i	i	i	i	i	i	i	-4.9	-12.3	i
O=S(=O)(Cc1ccccc1)N1CCn2c(nc3ccccc32)C1
→ 0.7	i	i	i	i	i	i	i	-4.9	-5.3	i
CSc1nc(N2CCN(c3ccccc3Cl)CC2)c2ccccc2n1
→ .	i	i	i	i	i	-14.2*	i	-2.5	-12.3	i
CCOC(=O)c1nnn(CC(=O)Nc2cc(Cl)ccc2C)c1C(=O)OCC
→ -4.6	i	i	i	i	i	i	i	-3.1	-8.9	i
CCOC(=O)C(=Cc1cc(=O)c(OC)co1)C(=O)OCC
→ -2.2	10*	i	i	i	i	i	i	19.3	-1.1	i
COc1cccc(-c2c3c([nH]c(=O)c2C#N)CCc2cc(OC)ccc2-3)c1
→ .	i	i	i	i	i	i	i	1.6	2.6	.
O=S(=O)(c1ccc(-c2ccccc2)cc1)N1CCCC1
→ 3.6	i	i	i	i	i	i	i	1.1	-5.9	i
CCC1(C)Cc2c(sc3c2c2ncnn2c2nnc(SCC(=O)NCc4ccco4)n32)CO1 (stereo unspecified)
→ -2.7	i	i	i	i	i	i	i	-0.2	-6.3	i
NC(=O)C1CCCN(C(=O)c2ccc3oc(Cc4ccc(Cl)cc4)nc3c2)C1 (stereo unspecified)
→ -3.2	i	i	i	i	i	i	i	2.4	-8.1	i
COc1cccc(Nc2nc(N)c([N+](=O)[O-])c(NCc3ccccc3)n2)c1
→ .	i	i	i	i	i	i	i	-0.3	-1.8	i
COc1cc(C2N3CC4(C)CN2CC(C)(C3)C4)ccc1O (stereo unspecified)
→ -1.5	i	i	i	i	i	i	i	1.3	-2.2	i
CN(C)S(=O)(=O)N1CCN(C(=O)N2CCCCCC2)CC1
→ -6.3	i	i	i	i	i	i	i	-10.3	-8.2	i
O=C(O)c1ccccc1C(=O)NCC(O)c1ccccc1 (stereo unspecified)
→ -2.6	i	i	i	i	i	i	i	10.0	-7.7	i
CCC(=O)N/C=C/n1cnc2cc(C(F)(F)F)ccc21
→ -1.0	i	i	i	i	i	i	i	-0.9	-8.8	i
COc1ccc(NC2=C(NCCO)C(=O)c3ccccc3C2=O)cc1
→ 1.6	i	i	i	i	i	i	i	1.6	-5.7	i
COc1ccc(C(=O)NC(=S)N2CCOCC2)cc1[N+](=O)[O-]
→ -5.1	i	i	i	i	i	i	i	11.2	-5.0	i
O=c1nc(/C=C/c2ccccc2C(F)(F)F)cc(C(F)(F)F)[nH]1
→ 8.9	i	i	i	i	i	i	i	12.0	-1.0	i
CN1C(=O)[C@H]2[C@@H](/C=C/c3ccccc3)N3C(=O)CN(Cc4ccccc4)C(=O)[C@@]3(C)[C@H]2C1=O
→ 7.6	i	i	i	i	i	i	i	4.7	-8.9	i

# Bioassay records (PubChem BioAssay)
